p53ts 39C tox = qHTS Screen for Compounds that Selectively Target Cancer Cells with p53 Mutations: Cytotoxicity of p53ts Cells at the Nonpermissive Temperature | 1.5% of 130,000 active | Potency, µM (doses to about 46.1 µM), for the others: at the top dose activity change, negative = cell killing, usual class: cytotoxic | H1299-p53A138V viability at 39C, ATP luminescence, 24 h; further: nearly all actives have a fitted effect of over 55% in size
IkB sig inh = IkB Signaling | ABC-DLBCL IkBa-CBG/CBR dual luciferase ratio, 4 h; response scale: scaled: untreated 0%, proteasome inhibitor 100% | Potency, µM (highest dose often 57.1 µM), for inactives: at the highest dose IkBa stabilization activation | 0.04% of 110,000 active; active means well fitted curve in the direction sought with a large enough effect in the signal ratio, not every such curve was filed as active; inconclusive means small, poorly fitted or top-dose-only effect, or a change in a side signal; the % refers to the signal ratio;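 further: the direction sought is a rising ratio; 0% = basal untreated cells and 100% = reference inhibitor full response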
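In this assay, an IκBα–CBG68 fusion accumulates when IKK-driven degradation is blocked; native CBR normalizes for cell number. OCI-Ly3 cells were treated 4 h with compound and doxycycline, then green and red light read after Chroma-Glo addition.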
Peg3 imprint = qHTS Assay for Compounds that Induce Erasure of Genomic Imprints; mouse ES Peg3-LacZ reporter, beta-gal luminescence, 40 h; 0.02% of 110,000 active; AID 1948, 2009; Potency, µM (highest dose often 60.7 µM), without a hit: at the highest dose activity change, positive = activation, hits mostly activators;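 further: 0% = negative control wells on the plate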
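Each well holds 300 Peg3LacZ-Neo (maternal) female ES cells incubated 40 h at 37C, 5% CO2. LacZ is measured by BetaGlo luminescence, with AC50 and maximum efficacy derived from dose-response curves.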
p53ts 32C kill = qHTS Screen for Compounds that Selectively Target Cancer Cells with p53 Mutations: Cytotoxicity of p53ts Cells at the Permissive Temperature; H1299-p53A138V at 32C, ATP luminescence viability, 24 h; Potency, µM (titrated, usually from 46.1 µM), for inactives: at the highest dose activity change, negative = cytotoxicity, actives largely listed as cytotoxic; 0.93% of 130,000 active;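 further: 0% = DMSO and -100% = full killing by reference compound; nearly all actives have a fitted effect of over 55% in size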
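Viability by ATPlite luminescence after 24 h compound treatment (up to 46 uM) at the permissive 32C. Cells are H1299 carrying p53 A138V. Scale runs from DMSO basal to 100 uM tamoxifen as full kill; AC50 from Hill fits.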
An asterisk follows results filed as active; ? = inconclusive; . = not tested or not shown; & = joins results of further samples; [ ] = dose if it differs, or a comment. Unless noted, the call rests on the fitted dose curve; in most records, active means well fitted curve in the direction sought with a large enough effect; inconclusive means small, poorly fitted or top-dose-only effect, or another doubt; inactive means no such curve, though single readings can be large; an effect the other way counts as inactive or inconclusive. Unless noted, on the % scale 0 is the no-effect control and ±100 the full control effect; potency means the concentration at half of the fitted maximal effect.

Start of the listing, in advance:
no.	SMILES	p53ts 39C tox	IkB sig inh	Peg3 imprint	p53ts 32C kill
1	CC(C)c1ccc(Nc2c(-c3ccsc3)nc3ccc(Cl)cn23)cc1	0%	1.0%	-4%[10.9 µM]	9%
2	O=C(NCc1ccco1)C1CCN(c2nc3ccccc3n2Cc2ccc(F)cc2)CC1	-4%	?	-11%	4%
3	Cn1c(=O)cc(SCC(=O)N2CCN(c3ccccc3)CC2)c2ccccc21	7%	-0.5%	?	-7%
4	Cc1ccc(S(=O)(=O)N2CC(=O)Nc3ccccc32)cc1C	3%	-1.5%	1%	0%
5	CCOC(=O)C1=C(C)NC(=O)NC1c1ccc(C)o1 (stereo not drawn)	0%	-0.9%	7%	6%

Main list, from the start:
no.	SMILES	p53ts 39C tox	IkB sig inh	Peg3 imprint	p53ts 32C kill
1	CC(C)c1ccc(Nc2c(-c3ccsc3)nc3ccc(Cl)cn23)cc1	0%	1.0%	-4%[10.9 µM]	9%
2	O=C(NCc1ccco1)C1CCN(c2nc3ccccc3n2Cc2ccc(F)cc2)CC1	-4%	?	-11%	4%
3	Cn1c(=O)cc(SCC(=O)N2CCN(c3ccccc3)CC2)c2ccccc21	7%	-0.5%	?	-7%
4	Cc1ccc(S(=O)(=O)N2CC(=O)Nc3ccccc32)cc1C	3%	-1.5%	1%	0%
5	CCOC(=O)C1=C(C)NC(=O)NC1c1ccc(C)o1 (stereo not drawn)	0%	-0.9%	7%	6%
6	Cc1cnc(CNc2ncncc2-c2ccccc2CN(C)C)cn1	-4%	-1.4%[11.4 µM]	15%	0%
7	COc1ccc(S(=O)(=O)NNC(=O)c2cc3ccccc3o2)cc1	26%	.	.	11%
8	Cc1nc(N)sc1-c1csc(Nc2ccc(Cl)cn2)n1	6%	3.5%	-16%	5%
9	Cc1ccc(-n2c(=O)c3sccc3n(CC(=O)N3CCCC3)c2=O)cc1	-2%	-1.1%	-4%	-3%
10	Cc1cc(C)cc(NC(=O)c2ccc3c(c2)nnn3C2CCCC2)c1	-26%	-0.6%	-19%[10.9 µM]	-5%
11	COc1ncc2nc(-c3ccc(F)cc3)c(=O)n(C3CC3)c2n1	22%	2.9%[11.4 µM]	-4%	5%
12	Cc1ccc(C(=O)c2cn(Cc3ccccc3C)c3nc(C)ccc3c2=O)cc1	-24%	-3.8%	6%[10.9 µM]	21%
13	COc1ccc(N(C(=O)c2ccc(C(C)(C)C)cc2)S(=O)(=O)c2ccc(Cl)cc2)cc1	18%	1.7%	-3%[10.9 µM]	21%
14	O=C1CSC(c2ccccc2F)N1CCN1CCCCC1 (stereo not drawn)	9%	2.3%	.	-10%
15	COc1ccc2ncn(-c3ccccc3)c2c1	-9%	0.0%	23%	1%
16	COc1ccc(CNC(=O)c2cc3c(=O)oc4ccc(C)cc4c3s2)c(OC)c1	-5%	0.4%	-7%[10.9 µM]	9%
17	COc1cccc(C(C(=O)NCc2ccco2)N(C(=O)Cn2nnc3ccccc32)C2CC2)c1OC (stereo not drawn)	16%	0.7%	-11%	4%
18	COCCn1c(=O)c(-c2ccc(OC)cc2)nc2cnc(N3CCN(C)CC3)nc21	1%	-4.0%[11.4 µM]	-6%	-4%
19	Cc1ccc(NC(=O)c2cnn3c(C(F)F)cc(-c4ccccc4)nc23)c(C)c1	21%	0.0%	-15%[10.9 µM]	6%
20	O=C(NC1CCCCCC1)C1CCN(c2nc3ccccc3o2)CC1	-5%	12%	-5%	-1%
21	CCOc1ccccc1NC(=O)C1CCCN1S(=O)(=O)c1ccc2c(c1)C(C)(C)C(=O)N2C (stereo not drawn)	-18%	?	-14%[10.9 µM]	0%
22	Cc1ccc2c(=O)cc(CSc3nnc(-c4ccccc4)n3C)[nH]c2c1C	16%	?	8%[10.9 µM]	12%
23	CC(C)C(NS(=O)(=O)c1ccc2c(c1)oc(=O)n2C)C(=O)NCc1ccccc1 (stereo not drawn)	-2%	?	-6%[10.9 µM]	-2%
24	CCc1nc(Nc2ccc3nccnc3c2)c2oc3ccccc3c2n1	-8%	0.4%	5%	-1%
25	COc1ccc(CCNC(=O)C2CCN(S(=O)(=O)c3cccc4nonc34)CC2)cc1OC	-4%	0.7%	-6%	-17%

no.	SMILES	p53ts 39C tox	IkB sig inh	Peg3 imprint	p53ts 32C kill
26	COc1cc(NC(=O)CN(C)S(=O)(=O)c2ccc3c(c2)CCCC(=O)N3)cc(OC)c1OC	10%	-0.8%	-6%[10.9 µM]	-5%
27	CSc1nnc2c(n1)c(C)nn2-c1cccc(C)c1	21%	.	.	12%
28	Cc1ccc(Cn2ccc(NC(=O)C3C4CCC(C4)C3C(=O)O)n2)cc1 (stereo not drawn)	-8%	-0.4%	-18%	-5%
29	CCOc1ccc(C(=O)NCC(c2ccc3c(c2)OCO3)N2CCOCC2)cc1 (stereo not drawn)	-30%	-0.1%	?	-3%
30	CCOC(=O)c1scc(-c2ccccc2)c1S(=O)(=O)Nc1ccccc1F	-12%	-0.1%	4%[10.9 µM]	-5%
31	O=C(Oc1ccccc1)N1CCC2(CCCN(c3ccccc3)C2)CC1	-14%	0.0%[11.4 µM]	.	-4%
32	COc1ccc(OC)c(C(c2nnnn2Cc2ccccc2)N2CCN(C)CC2)c1 (stereo not drawn)	-2%	-0.1%	-7%	0%
33	COc1ccc(CNC(=O)c2cc(-c3ccc(OC)c(OC)c3)on2)cc1	-2%	12%	-1%	13%
34	O=C(c1ccco1)N1CCC(c2ccccc2)C1 (stereo not drawn)	-10%	?	-51%[inhibitor]	0%
35	CCCC(=O)Nc1ccc2oc(-c3cccnc3)nc2c1	-16%	-3.8%	-19%	-19%
36	CCOC(=O)CC(NC(=O)c1cc2cc(OC)ccc2oc1=O)c1ccc(OC)cc1 (stereo not drawn)	19%	-1.1%	5%[10.9 µM]	1%
37	Cn1c(SCC(=O)NCc2ccco2)nnc1-c1cccs1	9%	-1.5%	2%	1%
38	COC(=O)c1ccc(/C=N/n2cnnc2)cc1	7%	0.2%	-1%	2%
39	Cc1ccc2c(CC(=O)NCc3ccco3)coc2c1C	-14%	0.7%	-16%	-16%
40	Cc1ccc(Nc2nc(CSc3nnc(-c4cccs4)o3)cs2)cc1	-23%	?	-13%	-3%
41	COC(=O)\C(C(C)=O)=C(/C=C/C=C/N(C)C)N(C)C	8%	1.6%	-9%	4%
42	CN(C)c1ncc2nc(-c3ccc(F)cc3)c(=O)n(-c3ccccc3)c2n1	3%	-2.4%[11.4 µM]	9%	4%
43	COc1ccc(CNC(=O)Cn2c(=O)n3nc(-c4ccc(OC)cc4)nc3c3ccccc32)cc1	5%	-4.3%	-7%[10.9 µM]	-7%
44	Cc1cccc(C(=O)Nc2c(-c3ccccc3)nc3cc(C)ccn23)c1	-20%	-0.8%	11%[10.9 µM]	-3%
45	COc1cccc(-c2nn3c(-c4cccc(C)c4)nnc3s2)c1	-16%	3.9%	-13%	-1%
46	Cn1c(=O)c2c(SCC(=O)NCc3ccco3)nc(CC(C)(C)C)nc2n(C)c1=O	17%	2.6%	-18%	8%
47	Cc1cc(-c2ccccc2)c(C#N)c(N)n1	-17%	-0.2%	-6%	3%
48	CC(=O)c1cccc(NC(=O)Nc2cnn(Cc3ccc(F)cc3)c2)c1	18%	7.6%	-12%	13%
49	O=c1c2cccnc2n(Cc2ccc(Cl)cc2)c(=O)n1Cc1ccc(F)cc1	?	1.0%	-8%[10.9 µM]	1%
50	Cc1cc2c(cc1C)NC(c1c(C)n(C)n(-c3ccccc3)c1=O)C1=C(CC(C)(C)CC1=O)N2 (stereo not drawn)	-10%	5.5%	-28%	-6%

no.	SMILES	p53ts 39C tox	IkB sig inh	Peg3 imprint	p53ts 32C kill
51	CCc1ccccc1N(CC(=O)NCCSCc1ccco1)S(C)(=O)=O	13%	2.2%	-3%	1%
52	O=C(OCn1nnc2ccccc2c1=O)C1CCCCC1	-7%	0.2%	13%	-1%
53	COC(=O)c1nnn(-c2ccc(Cl)cc2)c1C(=O)OC	-9%	3.2%	17%[10.9 µM]	17%
54	N#CCCN1CCN(C(=S)c2ccc(-c3cccc(Cl)c3)o2)CC1	-2%	-0.5%	-16%	9%
55	N#Cc1cccc2cnccc12	11%	0.0%	1%	14%
56	COc1ccc(C2=C(C(C)=O)Sc3nnc(-c4ccc(Cl)cc4)n3N2C(C)=O)cc1OC	-12%	?	-21%[10.9 µM]	-5%
57	CCN(c1ccccc1)c1nnc(NC(=O)Nc2ccccc2F)s1	-5%	?	-17%[10.9 µM]	4%
58	CN(C)C(=O)c1ccc(-c2nccc(-n3ccnc3)n2)cc1	7%	1.2%[11.4 µM]	-14%	-4%
59	CCOc1ccccc1NC(=O)CCn1c(=O)oc2ccccc21	-6%	-1.5%	-9%	-8%
60	O=C(CCCn1c(=O)[nH]c2ccsc2c1=O)N1CCN(c2ccccn2)CC1	1%	-0.1%	-5%	5%
61	COC(=O)c1ccc(Cn2c(SCc3cccc(C)c3)nc3ccncc32)cc1	?	6.7%	-10%[10.9 µM]	25µM*
62	CCOC(=O)N1CCN(C(=O)c2cnn3c(C(F)F)cc(-c4ccc(C)cc4)nc23)CC1	6%	-1.6%	16%	5%
63	O=C(NCc1n[nH]c(=S)n1-c1ccccc1)c1ccc(S(=O)(=O)N2CCOCC2)cc1	1%	0.1%	-1%	-1%
64	Cn1c2ccccc2c2ncn(CCN3CCOCC3)c(=O)c21	1%	-1.6%	-8%	1%
65	O=C(Cn1cnc2ccccc2c1=O)OCCCCN1C(=O)c2ccccc2C1=O	-5%	1.3%	-12%	5%
66	Cc1cc(C(=O)N2CCN(C/C=C/c3ccccc3)CC2)no1	3%	0.1%	-8%	0%
67	Cc1ccccc1NC(=O)c1cc2sccc2n1Cc1ccc(F)cc1	8%	1.5%	9%[10.9 µM]	-5%
68	COc1ccccc1N1CCN(C(=O)Cc2c(C(=O)O)c(C)cn2C)CC1	6%	0.1%	8%[10.9 µM]	4%
69	CCN1CCc2nc3sc(C(=O)Nc4cccc(Cl)c4C)c(N)c3cc2C1	?	?	-12%[10.9 µM]	-6%
70	COc1ccc2[nH]c3c(c2c1)CCN(C(=O)CCC1CCCC1)C3c1ccc(F)cc1 (stereo not drawn)	-11%	?	-7%[10.9 µM]	?
71	CCc1ccccc1NC(=O)CSc1ncc2c(n1)-c1cc(Cl)ccc1N(Cc1ccccc1)S2(=O)=O	2%	2.6%	-7%[10.9 µM]	10%
72	O=C(C1CCCN(S(=O)(=O)Cc2ccccc2)C1)N1CCCCC1 (stereo not drawn)	-3%	0.8%	-6%	-2%
73	CCOc1ccc(OCC)c(NS(=O)(=O)c2cc(-c3cc(C)no3)ccc2C)c1	6%	-4.0%	-6%[10.9 µM]	7%
74	O=C(Nc1cccc(C(F)(F)F)c1)c1ccco1	6%	1.2%	-17%	6%
75	NC(Cc1cccc2nsnc12)C(=O)O (stereo not drawn)	10%	-0.3%	1%	-2%

no.	SMILES	p53ts 39C tox	IkB sig inh	Peg3 imprint	p53ts 32C kill
76	Cc1cc(C)n(-c2ncnc3sc4c(c23)CC(C)CC4)n1 (stereo not drawn)	3%	1.6%	17%	2%
77	COC(=O)c1ccc(NC(=O)c2cc3cc4ccc(OC)c(Cl)c4nc3s2)cc1	-18%	-0.3%	-12%[10.9 µM]	-16%
78	O=C(NCc1ccncc1)c1ccc(Br)cc1	-2%	-0.7%	-4%	-2%
79	O=c1n(Cc2ccc(Cl)cc2)c2sc3c(c2c2ncnn12)CCCC3	29%	2.4%	2%	54%[activator]
80	CC(C)CS(=O)(=O)c1oc(-c2ccc(F)cc2)nc1S(=O)(=O)c1ccccc1	2.5µM*	?	-42%[inhibitor][10.9 µM]	10µM*
81	CCCCOc1ccc(Br)cc1/C(C)=N/NC1=NCCN1	-10%	.	.	-28%
82	COC(=O)CC1C(C)(C)C(=O)C2CC3C4=CC(=O)OC(c5ccoc5)[C@]4(C)CCC3[C@@]1(C)C2=O (stereo partly drawn)	-12%	.	-4%	8%
83	O=S(=O)(c1ccc2nc(Cc3cccc(C(F)(F)F)c3)[nH]c2c1)N1CCOCC1	2%	2.1%	-13%	5%
84	C=C[C@](C)(O)CCC1C(=C)CCC2[C@@](C)(CO)CCC[C@@]12C (stereo partly drawn)	7%	.	-14%	3%
85	O=c1[nH]c2cc(Cl)c(Cl)cc2[nH]c1=O	2%&17%	11%	-11%&-14%	-8%&5%
